# pCIP destab: p/CIP-EGFP fusion destabilizers, primary screen, fluorescence, F442A cells; Q05BA5; 16 h; decrease of EGFP signal, % at 10 µM; 290,000 compounds, 0.01% hits; AID 1984, 2009;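 active means EGFP signal decrease of at least 30% at 10 µM or well 3 SD below plate mean, unless failing retest; inactive means the rest, including hits failing retest or dose response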; further: some compounds called inactive have numbers as strong as hits; many of its hits are not listed in these tables
# Target sequence (Q05BA5 1-1403): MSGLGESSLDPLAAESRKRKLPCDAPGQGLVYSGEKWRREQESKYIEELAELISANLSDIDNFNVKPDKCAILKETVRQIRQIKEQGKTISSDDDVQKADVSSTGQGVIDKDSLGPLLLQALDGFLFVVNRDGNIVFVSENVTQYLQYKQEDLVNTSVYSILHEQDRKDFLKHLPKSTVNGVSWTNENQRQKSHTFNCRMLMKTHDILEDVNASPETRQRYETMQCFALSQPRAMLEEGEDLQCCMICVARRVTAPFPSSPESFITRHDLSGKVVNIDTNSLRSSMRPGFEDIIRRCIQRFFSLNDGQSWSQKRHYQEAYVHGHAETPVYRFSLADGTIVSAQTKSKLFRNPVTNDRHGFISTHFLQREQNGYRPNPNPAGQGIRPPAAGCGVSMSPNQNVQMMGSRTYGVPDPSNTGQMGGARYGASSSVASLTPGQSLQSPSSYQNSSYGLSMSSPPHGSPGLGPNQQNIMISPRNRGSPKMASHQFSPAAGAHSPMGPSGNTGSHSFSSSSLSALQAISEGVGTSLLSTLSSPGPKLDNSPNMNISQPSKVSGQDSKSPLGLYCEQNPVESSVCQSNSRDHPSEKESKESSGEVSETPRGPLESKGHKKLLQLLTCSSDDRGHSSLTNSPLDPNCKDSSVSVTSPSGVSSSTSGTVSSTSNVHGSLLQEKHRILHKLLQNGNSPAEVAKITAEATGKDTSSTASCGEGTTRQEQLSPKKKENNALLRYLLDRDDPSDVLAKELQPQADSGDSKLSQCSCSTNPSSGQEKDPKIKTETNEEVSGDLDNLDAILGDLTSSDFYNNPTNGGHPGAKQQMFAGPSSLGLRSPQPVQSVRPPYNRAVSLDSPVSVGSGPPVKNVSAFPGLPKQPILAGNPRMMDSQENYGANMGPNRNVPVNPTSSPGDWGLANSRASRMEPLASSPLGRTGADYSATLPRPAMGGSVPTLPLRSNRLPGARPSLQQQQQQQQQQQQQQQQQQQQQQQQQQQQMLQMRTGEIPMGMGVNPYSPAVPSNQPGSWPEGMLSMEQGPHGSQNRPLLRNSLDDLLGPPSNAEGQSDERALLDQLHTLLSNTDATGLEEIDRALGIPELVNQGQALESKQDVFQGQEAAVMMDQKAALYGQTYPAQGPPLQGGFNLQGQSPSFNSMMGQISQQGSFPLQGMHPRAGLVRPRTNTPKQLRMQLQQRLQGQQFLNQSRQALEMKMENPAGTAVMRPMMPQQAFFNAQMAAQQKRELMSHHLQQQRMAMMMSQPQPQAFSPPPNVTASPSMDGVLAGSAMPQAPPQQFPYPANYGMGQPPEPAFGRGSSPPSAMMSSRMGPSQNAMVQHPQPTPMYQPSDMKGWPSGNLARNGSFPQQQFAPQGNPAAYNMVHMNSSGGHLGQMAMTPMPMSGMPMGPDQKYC
# IDE cell inh: human IDE inhibitors in live cells, primary screen, fluorescence polarization, HEK cells, FAbetaB substrate. AID 434962, 2010. FAbetaB cleavage. 320,000 compounds, 0.41% hits. Insulin-degrading enzyme (Homo sapiens), P14735. inhibition, % at 5.59 µM;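 active means percent inhibition above the average of all tested compounds plus 3 SD, set per screening campaign, cut at about 16% in these data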;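 further: IDE supplied by intact live HEK cells; FP after avidin binding of uncleaved biotin substrate so inhibition keeps polarization high; 0% = DMSO wells and 100% = 60 µM reference IDE inhibitor Ii1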
# HCV NS3 hel inh: inhibitors of HCV NS3 helicase, primary screen, biochemical, Cy5 molecular beacon fluorescence | NS3 helicase DNA unwinding | inhibition, % at 10.9 µM | 290,000 compounds, 0.56% hits;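 active means inhibition above the mean of all tested compounds plus 3 SD, set per campaign, cut at about 35% in these data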;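 further: 0% = DMSO wells and 100% = thioflavine S control wells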
#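 Measured by: Cy5 fluorescence, 0 and 60 min reads / Assay system: NS3 helicase fragment of HCV / Control set: low DMSO, high thioflavine S at 110 µM / Times: 1 h reaction at 25 °C, ATP-initiated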
# IDE cell activ: human IDE activators in live cells, primary screen, fluorescence polarization, HEK cells, FAbeta-B substrate; Insulin-degrading enzyme (Homo sapiens), P14735; FAbeta-B cleavage; 0% vehicle, 100% cell-free pure enzyme wells; activation, % at 5.96 µM; 340,000 compounds, 0.073% hits; AID 493087, 2011;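 active means activation above the mean of all tested compounds plus 3 SD, set per screening campaign, cut at about 17% in these data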
# CRFR2-BP antag: antagonists of CRF-BP/CRF-R2 complex, primary screen, cell-based, HEK293, calcium dye fluorescence, uHTS; CRF-induced calcium fluorescence; inhibition, % at 11.8 µM; 350,000 compounds, 0.59% hits;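 active means inhibition of the ligand-induced calcium signal above about 50% at the single tested concentration, limit read from the data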
# VIM-2 inhibitor: VIM-2 metallo-beta-lactamase inhibitors, primary screen, biochemical, epi-absorbance readout, Pseudomonas aeruginosa enzyme; AID 1527, 2009; inhibition, % at 5.6 µM; 290,000 compounds, 0.89% hits; purified VIM-2, nitrocefin hydrolysis, epi-absorbance fluorescence;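 active means inhibition above the mean of all tested compounds plus 3 SD, cutoff set per screening run, cut at about 7.5% in these data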;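 further: red hydrolysis product quenches plate fluorescence so inhibitors raise well fluorescence; 0% = enzyme with DMSO and 100% = DMSO without enzyme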
# IMP-1 inhibitor: IMP-1 metallo-beta-lactamase inhibitors, primary screen, biochemical, epi-absorbance readout, Pseudomonas aeruginosa enzyme; metallo-beta-lactamase IMP-1 (Pseudomonas aeruginosa); purified IMP-1, nitrocefin hydrolysis, epi-absorbance fluorescence; inhibition, % at 5.6 µM; 290,000 compounds, 0.45% hits;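 active means inhibition above the mean plus 3 SD of all compounds in the same screening run, cut at about 4.5% in these data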;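 further: 0% = IMP-1 with DMSO and 100% = DMSO wells lacking enzyme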
#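 Assay system: purified recombinant IMP-1 beta-lactamase. Input: IMP-1 0.2 nM before substrate addition. Buffer or medium: Zinc- and detergent-supplemented HEPES buffer, pH 7.1. Schedule: 25 °C, 15 min preincubation, 25 min reaction. Signal: Epi-absorbance fluorescence, 480 nm excitation, 530 nm emission. Evaluation: percent inhibition from optical density relative to buffer-blank wells.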
# UBC9 SUMO inh: inhibitors of in vitro SUMOylation cascade, primary screen, biochemical, HTRF, uHTS | inhibition, % at 35 µM | HTRF SUMOylation assay, SAE1/SAE2 + UBC9 | 290,000 compounds, 0.36% hits; in the data active means inhibition above about 50%, passing the limit was not always enough; inconclusive means no clear call, values can overlap the other calls; further: strong numbers were not always called active
# GalR3 antagonist: GalR3 antagonists in HEK293 cells, primary screen, cell-based, fluorescence readout | Galanin receptor type 3 (Homo sapiens), O60755 | HEK293 GalR3-CNG cAMP membrane potential fluorescence; galR3 body fused to GalR1 C-terminus | AID 651719, 2012 | inhibition, % at 3 µM | 360,000 compounds, 0.44% hits;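 active means inhibition above the screen-wide average plus 3 SD, cut at about 13% in these data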;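 further: forskolin and galanin both at EC90 stimulate the cells; cAMP rise reported by CNG channel membrane potential dye signal; 0% = forskolin plus galanin with DMSO and 100% = forskolin alone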
# An asterisk follows results filed as active; ? = inconclusive; / = not tested or not shown. Random draw from the library; about 3.2% have a hit in one of these screens.
SMILES,pCIP destab,IDE cell inh,HCV NS3 hel inh,IDE cell activ,CRFR2-BP antag,VIM-2 inhibitor,IMP-1 inhibitor,UBC9 SUMO inh,GalR3 antagonist
COc1ccc(-c2csc(NC(=O)CN3C(=O)CCC3=O)n2)cc1,-20,-2,-2,-3,-10,-6.0,-4.5,5,-4
O=C(COc1ccc(/C=C2/NC(=O)NC2=O)cc1)Nc1ccc(F)cc1,8,4,-5,-2,-3,0.0,2.5,17,-3
COc1ccccc1CN1CC(C(=O)N(C)CCCn2nc(C)cc2C)CCC1=O (stereo unspecified),-8,-7,-1,0,13,-0.5,0.7,12,-1
COC(=O)c1cc(OC)c(OC)cc1NC(=O)c1cccc(OC)c1OC,-17,1,2,0,40,3.7,-1.0,23,-1
CC1CCc2c(nc3nc[nH]n3c2=O)C1 (stereo unspecified),-7,3,6,4,17,-2.7,2.8,9,3
Cc1ccc(COc2ccc3c(c2)OCO3)cc1,-6,1,-4,5,-3,-2.5,-0.9,1,-3
S=C(NC1CCCC1)N1CCN(c2ccccn2)CC1,-4,2,4,2,-3,-1.2,-3.4,5,-3
CC(C)(C)c1ccc(C(=O)/C=C2\NC(=O)CS2)cc1,2,-5,15,2,-6,-5.8,-6.9,16,0
Nn1c(SCC(=O)NCCCc2ccccc2)nnc1-c1cccnc1,0,3,-2,3,-14,-2.6,-3.9,20,-1
O=C(O)CSc1cc(NS(=O)(=O)c2cccc([N+](=O)[O-])c2)c2ccccc2c1O,-3,/,19,-7,24,2.2,3.8,88*,-2

# Four of the entries above in order of the IDE cell inh value, lowest first:
SMILES,pCIP destab,IDE cell inh,HCV NS3 hel inh,IDE cell activ,CRFR2-BP antag,VIM-2 inhibitor,IMP-1 inhibitor,UBC9 SUMO inh,GalR3 antagonist
COc1ccc(-c2csc(NC(=O)CN3C(=O)CCC3=O)n2)cc1,-20,-2,-2,-3,-10,-6.0,-4.5,5,-4
COC(=O)c1cc(OC)c(OC)cc1NC(=O)c1cccc(OC)c1OC,-17,1,2,0,40,3.7,-1.0,23,-1
S=C(NC1CCCC1)N1CCN(c2ccccn2)CC1,-4,2,4,2,-3,-1.2,-3.4,5,-3
Nn1c(SCC(=O)NCCCc2ccccc2)nnc1-c1cccnc1,0,3,-2,3,-14,-2.6,-3.9,20,-1

# An excerpt from above in order of number of heavy atoms, low to high.
SMILES,pCIP destab,IDE cell inh,HCV NS3 hel inh,IDE cell activ,CRFR2-BP antag,VIM-2 inhibitor,IMP-1 inhibitor,UBC9 SUMO inh,GalR3 antagonist
Cc1ccc(COc2ccc3c(c2)OCO3)cc1,-6,1,-4,5,-3,-2.5,-0.9,1,-3
Nn1c(SCC(=O)NCCCc2ccccc2)nnc1-c1cccnc1,0,3,-2,3,-14,-2.6,-3.9,20,-1
COc1ccccc1CN1CC(C(=O)N(C)CCCn2nc(C)cc2C)CCC1=O (stereo unspecified),-8,-7,-1,0,13,-0.5,0.7,12,-1

# More compounds
SMILES,pCIP destab,IDE cell inh,HCV NS3 hel inh,IDE cell activ,CRFR2-BP antag,VIM-2 inhibitor,IMP-1 inhibitor,UBC9 SUMO inh,GalR3 antagonist
CCOc1cc(C(=O)NN=C2CCCC2)cc(OCC)c1OCC,-8,4,-2,-1,-3,-6.1,-3.5,12,1
CCN(C[C@H]1N[C@@](Cc2ccccc2)(C(=O)OC)[C@H]2C(=O)N(Cc3ccccc3)C(=O)[C@@H]12)S(=O)(=O)c1ccc(C(C)(C)C)cc1,/,1,/,2,3,/,/,/,-7
CN1C(=O)S/C(=C/c2ccc(OCc3cccc(C(=O)O)c3)cc2)C1=O,-10,-1,13,5,7,-0.4,-1.0,24,-2
O=c1c2c(nc3n1CCCCC3)-c1ccccc1CC21CCCC1,-15,3,-4,0,5,-3.1,-5.1,-4,-8
CCOC(=O)c1cnc(-n2nc(C)cc2C)nc1Nc1cccc(C(C)=O)c1,/,5,3,3,3,4.5,-3.4,/,0
CCCc1cc(=O)[nH]c(SCC(=O)N2CCCc3ccccc32)n1,-30,-6,18,-1,5,-4.0,-2.6,-4,-3
N#CC(C#N)=Cc1c(N2CCN(c3ccccc3)CC2)nc2ccccn2c1=O,-6,3,-3,3,10,-1.1,-1.9,7,-11
c1ccc2c(c1)nc(N1CCOCC1)c1ccccc12,0,-1,-3,-1,-52,2.1,-1.1,15,-6
CCCC1(C(=O)OCC)NC(c2ccc(O)cc2)C2C(=O)N(c3cccc(C(C)=O)c3)C(=O)C21 (stereo unspecified),-12,2,-3,4,-6,0.3,-3.9,3,-9
COc1cccc(NC(=O)Nc2nnc(N3CCCCC3C)s2)c1 (stereo unspecified),-10,-1,-3,8,7,-5.1,-6.8,1,0
CCCCCc1nnc(NC(=O)C2=COCCO2)s1,/,-7,/,0,-16,/,/,/,3
O=C(c1ccc(Br)cc1)c1cc([N+](=O)[O-])ccc1N1CCOCC1,-1,7,-4,0,-11,-2.5,-2.9,4,-5
CN(C(=O)CN1C(=O)NC2(CCc3ccccc32)C1=O)C1CCS(=O)(=O)C1 (stereo unspecified),/,-2,/,3,-13,/,/,/,-1
COc1ccc(C(C)NC(=S)NC2CCCC2)cc1OC (stereo unspecified),1,1,-8,-1,-7,-2.7,0.6,-5,1
CC(=O)N[C@@H]1c2c(ccc3ccccc23)OC[C@@H]1COC(C)=O,-1,-4,3,/,-47,-3.2,-2.0,12,-6
CCc1cc(=O)n2[nH]c(-c3ccccc3)c(-c3ccccc3)c2n1,-4,0,3,6,-4,-2.0,-0.3,3,-13
O=C(CC1C(=O)NC2CCCCC2N1C(=O)c1ccc([N+](=O)[O-])cc1)Nc1ccccc1 (stereo unspecified),-4,-1,0,3,-15,-2.7,-1.6,2,-4
Cc1c(OCc2ccccc2)c(=O)ccn1Cc1ccc(F)cc1,3,1,-4,4,-5,-1.8,-2.0,8,-7
CC(=O)Nc1ccccc1-c1nnc(SCc2ccccc2Cl)[nH]c1=O,-12,10,-5,1,8,0.8,0.3,12,-2
COc1cc(CNCCCN2CCOCC2)cc(Cl)c1OCC(=O)NC(C)(C)C,-12,6,-2,-2,7,-3.3,-1.7,6,-8
CS(=O)(=O)c1ccc(-c2nnc(NC(=O)c3ccco3)o2)cc1,/,-3,/,0,6,/,/,/,-3
CC(=O)C1=C(C)OC(N)=C(C#N)C1c1ccco1 (stereo unspecified),-25,2,-2,4,6,1.1,-4.8,19,-3
CCOC(=O)N1CCC(=NNc2ccc(S(N)(=O)=O)cc2[N+](=O)[O-])CC1,-15,-5,2,6,6,-4.0,-2.4,7,0
CCOC(=O)CCCCC(=O)c1[nH]c(=O)[nH]c1CSc1nnc2c3ccccc3n(C(C)C)c2n1,-4,6,-11,1,-44,-3.2,-4.2,-7,31*
Cc1ccccc1Nc1nc(-c2ccccc2)c(C(=O)Nc2cccnc2)s1,2,-1,-11,-2,-33,-1.6,-4.3,-5,-8
Cn1c(SCc2nc(-c3ccccc3)no2)nnc1-c1ccco1,0,6,3,-4,-2,-2.9,-2.0,6,-1
CCn1cc(C(=O)N2CCCC2)c(=O)c2cc(S(=O)(=O)N3CCC(C)CC3)ccc21,5,1,10,2,-5,-0.3,-4.2,5,-4
Cc1nn(C)cc1C(=O)NNC(=S)Nc1ccc(Cl)cc1,-6,1,-4,6,3,-3.1,-3.3,-26,0
COc1ccc(NC(=O)Cn2c(C)csc2=O)c(OC)c1,/,-2,/,2,2,/,/,/,-4
Cc1ccc([N+](=O)[O-])c(OCCN2CCNCC2)c1,-4,-1,-1,2,-3,-2.3,-1.1,11,-5
Cc1cc(C)c2nc(NC(=O)C3CCCO3)sc2c1 (stereo unspecified),2,-1,-8,-2,43,-2.6,-3.1,-2,-3
CCn1c2ccc(C)cc2c2nc3cc(C(=O)O)ccc3nc21,-2,4,7,0,6,4.2,-2.2,1,-10
COc1c2ccoc2nc2c(OC)cccc12,-13,6,-4,-1,-4,-2.0,-4.4,25,-9
CCOC(=O)C1=NNC(C(=O)c2ccccc2)C1c1ccc(C)cc1 (stereo unspecified),-9,0,0,4,-8,-1.6,-3.1,12,-2
CCCS(=O)(=O)c1nc(C)cc(C)c1S(C)(=O)=O,-1,3,-1,5,-7,-0.8,-1.2,3,-3
Cc1ccc2c(c1)NC(=O)C(CC(=O)NCc1cccnc1)O2 (stereo unspecified),-1,1,-2,-5,18,-3.1,2.0,3,2
COc1cccc(NC(=O)Nc2nnc(N3C(C)CCCC3C)s2)c1 (stereo unspecified),-6,-2,-6,0,-13,-0.8,-2.3,3,6
O=[N+]([O-])c1cc(C(F)(F)F)ccc1Sc1ccc2ccccc2n1,-8,3,0,-3,-12,-2.7,-0.5,18,-4
CC(C)(C)OC(=O)C[C@@H]1C/C=C\C[C@H](CC(=O)N[C@H](CO)Cc2ccccc2)C(=O)N[C@H](C(C)(C)C)COC1=O,/,-2,/,-2,12,/,/,/,-3
COC(=O)Cc1cc(=O)oc2cc(O)ccc12,5,-1,3,4,9,-3.6,-2.5,?,-3
O=C(CSc1nc2ccccc2s1)NCc1cc([N+](=O)[O-])ccc1O,/,7,/,10,4,/,/,/,0
Cc1nn(C)c(C)c1NC(=O)Nc1cccc(C(F)(F)F)c1,-5,1,-1,4,6,-2.5,-3.9,-14,-2
C/C(=N\NC(=O)c1cccc([N+](=O)[O-])c1)c1cccc(NC(=O)C2CC2)c1,-4,-3,5,-1,-6,-5.3,-4.4,18,-6
CCC(C)NC(=O)CSc1nnc(-c2ccoc2C)n1CC1CCCO1 (stereo unspecified),-16,0,-9,0,-16,-4.3,-1.1,3,-1
COc1cccc(C(c2c(O)nc(SC)n(C)c2=O)c2c(O)nc(SC)n(C)c2=O)c1,5,4,0,-4,2,-1.4,-3.1,-1,-6
CN(C(=O)CSc1ccncc1)C1CCCN(Cc2ccccc2F)C1 (stereo unspecified),-4,0,2,-1,50,-0.1,-1.3,17,4
